Screens: PubChem, several laboratories
NPY Y1 blocker: NPY-Y1 (human) receptor antagonism. inhibition, % at 3.6 µM. 200,000 compounds, 1% hits. P25929. AID 1040. HEK293-CNG Y1 cells, membrane potential fluorescence; NPY at EC95, then isoproterenol;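 active = inhibition above the campaign mean inhibition of all tested compounds plus 3 SD, cut at about 20% in these data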;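 note: 0% = DMSO wells given NPY plus isoproterenol and 100% = isoproterenol alone without NPY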
Target sequence (P25929 whole entry, looked up): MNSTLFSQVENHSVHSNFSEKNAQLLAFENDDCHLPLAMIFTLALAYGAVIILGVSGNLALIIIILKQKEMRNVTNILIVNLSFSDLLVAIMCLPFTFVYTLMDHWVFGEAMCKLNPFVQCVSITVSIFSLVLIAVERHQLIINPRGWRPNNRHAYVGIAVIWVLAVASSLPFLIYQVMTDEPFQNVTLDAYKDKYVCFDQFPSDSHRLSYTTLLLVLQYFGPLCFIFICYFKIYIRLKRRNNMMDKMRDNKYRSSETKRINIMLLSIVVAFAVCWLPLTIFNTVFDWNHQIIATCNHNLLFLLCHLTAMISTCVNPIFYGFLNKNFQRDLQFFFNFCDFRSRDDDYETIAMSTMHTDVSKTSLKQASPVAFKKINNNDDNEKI
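Material: HEK293 Y1/CNG channel cell line; also added: NPY (25 nM), isoproterenol (1 µM), Ro 20-1724 (25 µM); doses: one concentration, 3.6 µM, in 0.4% DMSO; schedule: compound incubation 1 h at room temperature, readout 45 min post-stimulation; technique: membrane potential fluorescence; measure: fluorescence ratio normalized to % inhibition between controls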
PPC-1+TRAIL kill: compounds killing PPC-1 cancer cells with TRAIL present (potentiator screen, no TRAIL-free arm) | PPC-1 cells + TRAIL, ATPLite viability luminescence | cell killing (% activity), % at 4 µM | 220,000 compounds, 0.41% hits;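 active = cell killing above 50% in the first pass at 4 µM, then a duplicate retest at 5 µM averaging 50% or more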;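 note: plate controls were cells with TRAIL plus DMSO for no effect and medium-only wells lacking cells for full effect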
CHOP inh: blocks CHOP induction under ER stress; CHO-K1 CHOP-promoter luciferase, tunicamycin-induced, 15-18 h; inhibition, % at 10 µM; 220,000 compounds, 3.8% hits; AID 2732;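 active = compounds that reduced the stress-induced luciferase reporter signal by more than about 70% of percent inhibition, limit read from the data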;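 note: 0% = tunicamycin plus vehicle and 100% = wells without tunicamycin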
14-3-3 Bad PPI: disrupts binding of bovine 14-3-3 zeta to phospho-Bad peptide; AID 781; inhibition, % at 21.7 µM; TR-FRET 14-3-3zeta/Dy647-pBad peptide displacement, 1 h; 220,000 compounds, 0.71% hits;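 active = inhibition above about 70%, limit read from the data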;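 note: 0% = full 14-3-3 plus peptide FRET controls and 100% = background without 14-3-3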
Target sequence (P63103 whole entry, looked up): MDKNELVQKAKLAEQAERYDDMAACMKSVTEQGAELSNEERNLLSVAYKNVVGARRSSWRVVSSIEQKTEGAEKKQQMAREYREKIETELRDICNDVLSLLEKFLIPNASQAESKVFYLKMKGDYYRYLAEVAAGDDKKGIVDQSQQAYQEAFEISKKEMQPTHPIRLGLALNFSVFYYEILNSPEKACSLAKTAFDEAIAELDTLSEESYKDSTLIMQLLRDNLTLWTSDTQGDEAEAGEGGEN
NPY-Y1 PAM-ag: potentiators or agonists of human neuropeptide Y receptor Y1; 220,000 compounds, 0.37% hits; NPY-Y1 expressing cells, potentiator/agonist activation; activation, % at 3.6 µM; P25929; in the data active = activation above about 33%, passing the limit was not always enough;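 note: cells stimulated with NPY at EC10 then isoproterenol at EC100; 0% = low agonist plus stimulus and 100% = saturating agonist plus stimulus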
TRPML3 ag: human mucolipin-3 channel agonism | Q8TDD5 | AID 1448 | HEK293 TRPML3-YFP, Fluo-8 calcium fluorescence; 100% = the carbachol control signal | activation, % at 3 µM | 220,000 compounds, 0.29% hits;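 active = activation above its plate's cutoff, the mean activation of the plate's test wells plus 3 SD, cut at about 12% in these data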;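 note: 0% = DMSO only wells and 100% = carbachol wells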
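Test system: TRPML3-YFP stable HEK293 cells. Doses: single point at 3 µM. Incubation: dye loading 1 h 37 °C then 30 min ambient, 125 s read. Signal: Fluo-8 calcium dye fluorescence, ex 470-495, em 515-575 nm. Measure: percent activation from peak-to-basal fluorescence ratio, scaled between DMSO and carbachol.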
zfTRPN1 agonist: activates the zebrafish TRPN1 channel | HEK293 zebrafish TRPN1-YFP, Fluo-8 calcium fluorescence; 100% = response to 87 µM carbachol | 220,000 compounds, 0.18% hits | activation, % at 3 µM;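 active = activation above its plate's cutoff, the mean activation of test wells on that plate plus 3 SD, cut at about 19% in these data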;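 note: 0% = DMSO alone and 100% = 87 µM carbachol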
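Material – zebrafish TRPN1-YFP in HEK293 cells · Doses – 3 µM single point · Schedule – dye 1 h 37 °C plus 30 min RT · Signal – Fluo-8 calcium fluorescence, excitation 470-495 nm, emission 515-575 nm · Read-out – % activation versus carbachol response · Control set – carbachol high, DMSO low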
EP2 modulator: EP2 receptor (human) modulation; P43116; EP2-expressing cells, cAMP HTRF FRET, PGE2 co-stimulation; induction, % at 25 µM; 260,000 compounds, 0.83% hits; AID 940;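 active = compounds whose cAMP rise, as percent of the full-agonist control response, exceeds 60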;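 note: rat C6 glioma line stably carrying human EP2 under a CMV promoter; the protocol text gives 20 µM as final concentration; 100% = response of wells given 1 µM PGE2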
Target sequence (P43116 whole entry, looked up): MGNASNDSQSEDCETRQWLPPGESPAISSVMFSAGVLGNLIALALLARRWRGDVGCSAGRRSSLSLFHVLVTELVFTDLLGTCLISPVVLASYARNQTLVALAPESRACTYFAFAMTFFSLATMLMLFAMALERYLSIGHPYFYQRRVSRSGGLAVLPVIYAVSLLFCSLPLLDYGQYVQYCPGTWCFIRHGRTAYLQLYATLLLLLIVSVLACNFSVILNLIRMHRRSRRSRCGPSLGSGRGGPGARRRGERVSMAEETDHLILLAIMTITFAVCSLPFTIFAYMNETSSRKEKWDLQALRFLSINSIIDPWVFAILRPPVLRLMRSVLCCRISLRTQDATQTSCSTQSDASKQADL
EP2 antag: inhibitors of human EP2 prostaglandin E2 receptor. P43116. C6 glioma cells expressing human EP2, cAMP TR-FRET; cells stimulated with saturating PGE2. inhibition, % at 25 µM. 260,000 compounds, 0.52% hits;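 active = percent inhibition above 40 after rounding to a whole number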;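 note: rat C6 glioma host cells with rolipram phosphodiesterase inhibitor present; the protocol text gives 20 µM as final concentration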
* marks the source's active call; other numbers are inactive results; . = no result given; [ ] = dose if it differs, or a comment. The list is partial, so the mix of outcomes need not match the whole.

Molecule,NPY Y1 blocker,PPC-1+TRAIL kill,CHOP inh,14-3-3 Bad PPI,NPY-Y1 PAM-ag,TRPML3 ag,zfTRPN1 agonist,EP2 modulator,EP2 antag
CCc1nnc(NC(=O)CCC(=O)N2CCN(Cc3ccc(Cl)cc3)CC2)s1,-4,0,-21,0,-11,2.6,3.6,-2,9
Cc1cccc(N/N=C(\C=N\N)C(=O)c2ccc(Br)cc2)c1,3,-12,103*,-22,-2,-0.2,-1.0,9,0
O=[N+]([O-])c1cccc(-n2nnnc2CNCc2ccccc2)c1,.,17,49,2,4,0.0,1.1,7,5
CCOC(=O)c1c(NC(=O)CN(CC)CC)sc2c1CCN(C(=O)OCC)C2,23*,20,75*,-10,-26,-1.2,-2.2,72*,9
COc1c(C)cc(C(=O)C2CCCN(C(=O)c3cccc(F)c3)C2)cc1C (configuration not stated),8,-4,8,-2,-21,3.3,2.1,-42,2
CCc1ccc(NCc2nc3ccccc3c(=O)[nH]2)cc1,0,18,21,.,-9,1.1,-1.4,5,10
N#Cc1nc(-c2ccccc2F)oc1NCc1ccccc1,12,-2,41,9,-29,-0.1,-1.1,-10,7
COc1ccc(S(=O)(=O)NCC2CCCN(Cc3cccnc3)C2)cc1 (configuration not stated),4,21,5,-7,4,0.0,1.3,12,6
COc1ccc(C2C(C(C)=O)=C(O)C(=O)N2CCCn2ccnc2)cc1 (configuration not stated),-8,18,4,19,18,0.0,0.5,17,12
O=C(Cc1cccs1)Nc1nc(-c2ccc(F)cc2F)cs1,3,-11,43,-10,-8,1.4,0.6,-65,19
COc1ccc(C2(CCN=Cc3ccc(N(C)C)cc3)CCOC(C)(C)C2)cc1 (configuration not stated),.,-13,-3,4,-13,0.1,2.1,0,5
CC1CCCC(NC(=O)COC(=O)Cc2cn3ccsc3n2)C1C (configuration not stated),3,4,28,5[fluorescence artefact?],8,0.3,0.4,4,11
O=C(c1nn(Cc2ccccc2)c(=O)c2ccccc12)N1CCN(c2ccccn2)CC1,46*,-10,-5,-11,-34,-1.1,-0.9,36,4
NC(=O)c1cccn1Cc1cccc(Cl)c1,-1,23,31,8,95*,0.2,-0.3,8,6
CCc1ccc(N(C(=O)c2ccoc2C)C(C(=O)NC2CCCC2)c2ccc(OC)cc2)cc1 (configuration not stated),19,1,-1,1,-16,-0.5,0.1,41,2
CC(C)Cc1nnc(NC(=O)CCC(=O)N2CCN(S(=O)(=O)c3ccccc3)CC2)s1,-1,14,14,-12,12,0.0,-0.2,-7,5
O=C(CCc1nnc(COc2ccccc2)o1)NCc1ccc(Cl)s1,-2,3,-13,6,1,0.5,-0.6,-22,4
FC(F)(F)c1ccc(N2CCN(c3ncnc4c3nnn4Cc3ccccc3Cl)CC2)cc1,8,21,36,-7,-4,0.5,3.1,44,3
Cc1ccccc1Oc1nc(-c2ccccn2)nc2ccccc12,.,9,4,-1,-11,-1.1,-0.6,29,14
Cc1cc(NC(=O)c2noc3c2CCCCC3)no1,-5,6,-44,-2,1,0.6,1.0,21,11
CCOC(=O)C(NS(=O)(=O)c1ccc(Br)cc1)C(C)C (configuration not stated),5,14,39,7,-13,0.0,-1.4,21,0
COc1ccc(CCNC(=O)C2CC(c3cc(C(F)(F)F)cc(C(F)(F)F)c3)=NO2)cc1 (configuration not stated),.,12,33,7,.,.,.,0,3
COc1cccc(NC(=O)c2nn(C34CC5CC(CC(C5)C3)C4)cc2[N+](=O)[O-])c1,10,5,55,-4,18,-0.9,-0.7,19,21
COc1ccc(Cl)cc1-c1nc(-c2ccncc2)no1,2,-3,11,4[fluorescence artefact?],-29,0.7,1.4,11,14
COc1ccc(C2Nc3ccccc3C(=O)N2Cc2ccccc2)cc1COc1ccccn1 (configuration not stated),36*,20,-3,-3,-4,-1.3,-1.1,23,3
Cc1nc2nc(C)c(CCC(=O)NCCC3=CCCCC3)c(C)n2n1,1,-18,1,1,16,-0.6,0.2,12,7
Cc1cc(=O)n(-c2ccc(O)cc2)[nH]1,-1,8,12,-23,-2,0.6,0.5,-4,9
COCCn1nnnc1C(c1cc2cc(OC)c(OC)cc2[nH]c1=O)N1CCN(c2ccc(O)cc2)CC1 (configuration not stated),3,.,-7,-7,5,0.7,1.5,17,4
O=C(c1ccc(Cn2cc(Cl)c([N+](=O)[O-])n2)cc1)N1CCN(Cc2ccccc2)CC1,.,7,21,-2,-9,2.1,-0.2,-57,5
O=C1NC(=S)SC1=C1CCCC1,-2,7,5,-11,-26,0.5,0.7,11,10

Entries of single compounds, quoted from the list. Order of values: NPY Y1 blocker	PPC-1+TRAIL kill	CHOP inh	14-3-3 Bad PPI	NPY-Y1 PAM-ag	TRPML3 ag	zfTRPN1 agonist	EP2 modulator	EP2 antag
CCOC(=O)c1c(NC(=O)CN(CC)CC)sc2c1CCN(C(=O)OCC)C2 as listed: 23*	20	75*	-10	-26	-1.2	-2.2	72*	9
CC1CCCC(NC(=O)COC(=O)Cc2cn3ccsc3n2)C1C (configuration not stated) as listed: 3	4	28	5[fluorescence artefact?]	8	0.3	0.4	4	11
CCc1ccc(NCc2nc3ccccc3c(=O)[nH]2)cc1 as listed: 0	18	21	.	-9	1.1	-1.4	5	10

Other entries:
Molecule,NPY Y1 blocker,PPC-1+TRAIL kill,CHOP inh,14-3-3 Bad PPI,NPY-Y1 PAM-ag,TRPML3 ag,zfTRPN1 agonist,EP2 modulator,EP2 antag
Cc1cc(C)cc(OC2CCCCC2NS(=O)(=O)c2ccccc2)c1 (configuration not stated),-2,-3,99*,-18,-8,-0.6,-3.0,65*,8
O=C(c1cccc(F)c1)N1CCN(S(=O)(=O)c2ccc(C(F)(F)F)cc2)CC1,4,11,7,-9,10,0.1,0.2,-48,7
COc1ccccc1NC(=S)N1CCNC(=O)C1CC(=O)Nc1cccc(C)c1 (configuration not stated),.,11,-12,8,-6,-0.6,-0.8,-14,8
Cc1ccc(-c2cc(-c3ccccc3)nc(Cl)n2)cc1,0,26,14,-11,-16,0.8,-0.8,51,6
CN(Cc1cn(C)c2ccccc12)C(=S)Nc1cc(F)cc(F)c1,2,11,26,-13,-16,0.0,-1.7,-1,5
CC(=O)Nc1nc2ccc(C(=O)NC3CCCCC3)cc2s1,1,27,-19,0,-7,0.0,-0.5,-64,12
CCOC(=O)N1CCN(C(=O)CCc2nc3sc4c(c3c(=O)[nH]2)CCCC4)CC1,.,5,10,3,-35,0.5,-0.3,-47,3
O=C(CN1C(=O)C2C3c4ccccc4C(c4ccccc43)C2C1=O)N1CCOCC1 (configuration not stated),3,18,20,-2,6,0.7,2.2,-3,6
Cc1ccccc1N=CC=C1OC(C)(C)C(C)(C)O1,9,6,50,25[fluorescence artefact?],-3,0.3,0.9,4,4
CSc1nc2sc3c(c2c(=O)n1CC(C)C)CC(C)(C)OC3,.,17,13,-4,-1,0.8,0.2,41,17
CC(C)OC(=O)CSc1nnc2n1C(C)(C)Cc1ccccc1-2,-1,17,-3,.,-18,0.6,0.3,-25,6
COc1ccc(NC(=S)NCc2cccnc2)cc1OC,3,11,7,-2,14,0.8,0.0,8,10
COc1ccccc1N(Cc1ccccc1)S(=O)(=O)c1cccc(C(=O)O)c1,-3,12,-5,6,-3,0.0,-0.1,44,20
CC(C)(CCl)C(=O)Nc1ccc(Sc2ccc(F)cc2)cc1,2,38,68,-3,-7,-0.4,2.7,-25,8
COc1cccc(CN=CC2=C(O)CC(C)(C)CC2=O)c1OC,5,9,37,-5[fluorescence artefact?],-27,-0.5,-0.2,-7,2
Cc1[nH]n2c(=O)cc(Cc3ccccc3)nc2c1C#N,8,16,1,3[fluorescence artefact?],-31,0.5,1.0,8,12
O=C(O)COc1ccccc1/C=N/NC(=O)CSc1nc2ccccc2c(=O)n1-c1ccc(Cl)cc1,.,11,12,10,-5,0.6,1.5,18,6
CCn1c(Cc2ccccc2)nnc1SCC(=O)Nc1ccc(N2CCOCC2)c(Cl)c1,4,2,39,-2,-19,-0.1,-0.5,1,9
O=C(Nc1cccc(C(F)(F)F)c1)c1cnc2n(c1=O)CCS2,0,-3,12,5,-2,0.5,1.4,8,13
CCCOc1ccc(N2C(=O)CC(N(CCc3ccc(OC)cc3)C(=O)c3cccc(F)c3)C2=O)cc1 (configuration not stated),0,9,23,10,15,0.0,0.1,40,12
COC(=O)c1ccc(NC(=O)COc2ccc(S(=O)(=O)N3CCCCC3)cc2)cc1,-2,5,-18,8[fluorescence artefact?],6,0.4,-0.2,-1,7
CSCCCNC(=S)Nc1ccc(N2CCOCC2)cc1,0,23,4,-13,13,0.2,2.1,22,12
O=C(NNC(=O)c1ccccc1O)c1ccc(Cl)cc1,-4,27,-26,-3,-14,0.8,0.5,1,8
CC(=O)Nc1nc(C)c(C(C)(C)C)s1,.,13,6,5,2,-0.8,-0.4,-6,9
CCOC(=O)N1CCC(N2Cc3cccc(C(=O)NCc4ccccc4OC)c3C2=O)CC1,5,-1,-39,-8,6,-0.1,1.2,22,15
Cn1c(COc2ccccc2)nnc1SCCSc1nnc(COc2ccccc2)n1C,7,9,45,3,-14,-0.2,0.4,11,7
CN(C)c1ccc(NC(=O)Cn2c(=O)n(Cc3ccccc3)c(=O)c3ccccc32)cc1,-6,14,53,4,9,0.5,-0.5,8,5
CC(C)/C=N/NC(=O)c1cccc(N2CCCC2=O)c1,6,19,4,6,7,0.4,0.1,22,5
O=C1CN(C(=O)c2ccco2)C(c2ccccc2)c2cc(Cl)ccc2N1 (configuration not stated),4,-1,1,1,13,0.0,-1.4,14,7
O=C1c2cccc3cc([N+](=O)[O-])cc(c23)C(=O)N1CC1CCCO1 (configuration not stated),.,26,24,25,-11,-0.9,0.4,13,7
CC(C)Cn1c(N)c(C=O)c(=O)n(C)c1=O,-4,33,-8,-4,14,0.6,1.9,8,3
COc1ccc(-c2nc(NC(=O)C3CCN(c4nc5ccccc5o4)CC3)sc2C)cc1,-6,-28,78*,-8,14,0.2,-0.1,28,10
CCOC(=O)COc1ccc2c3c(c(=O)oc2c1C)CCC3,4,8[5 µM],5,-2,-32,0.9,-0.9,0,9
Cn1c2c(c(=O)n(C)c1=O)C(c1ccc(F)cc1)C(C#N)=C(N)O2 (configuration not stated),-2,17,-5,-10,-17,0.8,0.5,14,5
